High-throughput results from PubChem BioAssay.
Arr AP2 block: human beta-arrestin and AP2 interaction inhibition; inhibition, % at 10 µM; FITC-arrestin peptide / GST-AP2 beads, flow cytometry; AP2 beta2 appendage carries R879A mutation; AID 504490; 340,000 compounds, 0.31% hits;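 active = inhibition above a set limit, near 3 SD of compounds lacking own fluorescence, cut at about 54% in these data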;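 note: plate controls were DMSO wells for no effect and 5 µM unlabelled arrestin peptide for full effect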
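System: GST-AP2 R879A glutathione beads. Medium: PBS with 0.05% Tween 20 and 0.1% BSA. Also added: FITC-arrestin peptide, 50 nM. Incubation: 12 min plus 1 h, RT. Measured by: high-throughput flow cytometry of beads, ex 488, em 535 nm. Evaluation: percent drop in bead-associated FITC signal.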
DSG3 Ab inh: blocks pemphigus antibody binding to human desmoglein-3; 310,000 compounds, 0.48% hits; DSG3-coupled beads, scFv-anti-DSG3-GFP binding, flow cytometry; hits give low values; P32926; binding (percent of control), % at 10 µM; AID 588358;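 active = binding more than 3 SD below its plate's average and above zero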;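 note: hits lower antibody fragment binding to DSG3; some compounds called inactive have numbers as strong as hits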
Target sequence (P32926 whole entry, looked up, the tested form may be a part): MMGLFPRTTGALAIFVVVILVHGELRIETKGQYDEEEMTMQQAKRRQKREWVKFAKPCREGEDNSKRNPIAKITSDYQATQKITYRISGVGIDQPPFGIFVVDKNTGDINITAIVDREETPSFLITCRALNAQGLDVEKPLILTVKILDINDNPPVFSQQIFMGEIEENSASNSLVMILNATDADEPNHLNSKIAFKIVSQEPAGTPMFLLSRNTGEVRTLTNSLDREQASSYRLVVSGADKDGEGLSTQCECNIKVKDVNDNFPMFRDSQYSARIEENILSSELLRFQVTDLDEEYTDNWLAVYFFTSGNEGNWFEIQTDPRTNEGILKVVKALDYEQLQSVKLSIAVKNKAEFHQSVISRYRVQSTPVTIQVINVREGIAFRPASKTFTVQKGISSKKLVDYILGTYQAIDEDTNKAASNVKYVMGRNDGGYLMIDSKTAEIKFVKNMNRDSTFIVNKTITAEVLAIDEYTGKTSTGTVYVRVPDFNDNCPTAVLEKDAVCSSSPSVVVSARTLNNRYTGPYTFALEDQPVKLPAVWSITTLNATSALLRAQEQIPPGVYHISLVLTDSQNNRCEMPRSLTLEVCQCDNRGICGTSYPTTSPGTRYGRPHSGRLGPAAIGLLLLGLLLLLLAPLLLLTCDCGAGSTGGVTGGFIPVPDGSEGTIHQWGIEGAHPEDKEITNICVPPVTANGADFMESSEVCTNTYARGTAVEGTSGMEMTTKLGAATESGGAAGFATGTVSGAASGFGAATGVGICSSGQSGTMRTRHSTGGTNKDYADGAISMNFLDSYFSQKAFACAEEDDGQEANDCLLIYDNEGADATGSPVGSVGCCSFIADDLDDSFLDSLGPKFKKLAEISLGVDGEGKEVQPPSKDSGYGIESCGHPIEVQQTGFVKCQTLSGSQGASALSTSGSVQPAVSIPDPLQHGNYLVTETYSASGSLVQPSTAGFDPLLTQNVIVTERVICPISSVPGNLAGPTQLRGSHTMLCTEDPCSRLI
PKA-R1A act: activates the PKA-R1A holoenzyme complex; PKA-R1A dissociation, Cy5-IP20 fluorescence polarization; scaled: DMSO 0%, 113 µM cGMP 100%; 340,000 compounds, 0.083% hits; activation, % at 11.4 µM; P00514+P68181;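 active = percent activation above the mean of all tested compounds plus 3 SD, cut at about 19% in these data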;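 note: higher means more PKAc released from R1A so a rise in polarization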
HTR5A ag: HTR5A agonism, opioid heterodimer counter-screen; HTR5A agonist assay, luminescence, cell-based; activation, % at 9.3 µM; 340,000 compounds, 0.61% hits; P47898; in the data active = activation mostly above about 9.5%, no sharp cut-off; inactive = mostly below about 7.6%;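 note: 0% = cells with vehicle only and 100% = reference agonist; strong numbers were not always called active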
PKA-R2B act: PKA-R2B complex activation | P22694+P31323 | PKA-R2B holoenzyme dissociation, Cy5-IP20 fluorescence polarization; R2B truncated from residue 108, S112A mutant; 0% DMSO only, 100% 113 µM cGMP | activation, % at 11.4 µM | 340,000 compounds, 0.079% hits | AID 504700;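 active = activation above a cutoff set at the mean over all compounds plus 3 SD, cut at about 18% in these data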;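 note: higher means more holoenzyme dissociation and a rise in polarization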
HTR5A inv ctr: inverse agonist of human HTR5A in OPRM1-OPRD1 counter-screen; P47898; HTR5A cell line, luminescence, inverse agonism; inhibition, % at 9.3 µM; 340,000 compounds, 0.083% hits; in the data active = inhibition mostly above about 23%, no sharp cut-off; inactive = mostly below about 18%;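 note: 0% = cells with DMSO and 100% = no-cell wells with DMSO; some compounds called inactive have numbers as strong as hits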
OPRM1-OPRD1 inv: inverse agonists of human mu-delta opioid receptor heterodimerization; P35372+P41143; cell-based MOR-DOR heterodimer luminescence, inverse agonism; inhibition, % at 9.3 µM; 340,000 compounds, 0.21% hits; in the data active = inhibition above about 22%, passing the limit was not always enough;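 note: 0% = cells with DMSO and 100% = wells without cells with DMSO; values of inactives mirror those of a sister screen read the other way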
DAGLB inhibitor: diacylglycerol lipase beta (human) inhibition. Q8NCG7. HEK293T DAGLB membrane lysate, EnzChek fluorogenic substrate. 340,000 compounds, 0.059% hits. inhibition, % at 5.17 µM; in the data active = inhibition above about 34%;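 note: 0% = enzyme with vehicle and 100% = wells lacking enzyme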
V-ATPase pHluor: regulators of yeast V-ATPase proton transport. S. cerevisiae, pHLuorin cytosolic pH fluorescence. 350,000 compounds, 0.37% hits. response, % at 10 µM; in the data active = response mostly above about 7.3%, no sharp cut-off; inactive = mostly below about 5.4%; note: actives read high; inactives centre near 0; some compounds called inactive have numbers as strong as hits; reference of the scale not given here
MOR-DOR ag: agonists of human mu-delta opioid receptor heterodimerization. activation, % at 9.3 µM. P35372+P41143. 340,000 compounds, 0.3% hits. cells, OPRM1-OPRD1 heterodimerization, luminescence; in the data active = activation above about 18%;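 note: 0% = vehicle-treated cells and 100% = reference agonist; values of inactives mirror those of a sister screen read the other way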
Numbers without * were called inactive; · = no result given.

SMILES	Arr AP2 block	DSG3 Ab inh	PKA-R1A act	HTR5A ag	PKA-R2B act	HTR5A inv ctr	OPRM1-OPRD1 inv	DAGLB inhibitor	V-ATPase pHluor	MOR-DOR ag
O=C(c1ccco1)N1CCN(Cc2cc(=O)c(OCc3c(F)cccc3Cl)co2)CC1	-4	105	-5	5	-4	-3	1	1	0	-0.1
O=C(c1ccccc1)N(Cc1ccc2c(c1)OCO2)Cc1nc2ccccc2c(=O)[nH]1	6	102	4	7	-6	-6	11	2	-5	-2.0
COc1ccc(CCNC(=O)CCNS(=O)(=O)c2cccc3nsnc23)cc1OC	33	111	0	1	-3	-9	-1	1	-7	0.2
CC(=O)Nc1ccc2c(c1)nc(CCN1CCOCC1)n2C	1	·	8	-3	-9	11	18	-1	-3	-3.0
Cc1cc(-n2c(C)cc(C(=O)CN3C(=O)NC4(CCCC4)C3=O)c2C)no1	9	104	-4	3	-5	2	-4	0	2	0.8
CN(CC(=O)Nc1cccc(F)c1)C(=O)Cn1c(=O)oc2ccccc21	-1	100	2	-2	7	8	7	-3	-2	-1.4
CCOC(=O)C1=C(C)OC(=Cc2ccc(OC)cc2)C1=O	·	110	3	·	-12	·	·	-5	1	·
COc1ccc(CN2CCC(CO)(Cc3cccc(C(F)(F)F)c3)CC2)cc1Cn1cccn1	-6	96	1	3	-7	-13	-2	2	0	0.4
Cc1nn(C)c(Cl)c1/C=N/OC(=O)c1ccccc1	-28	100	-17	11	-6	9	11	-8	0	-2.1
Cc1c(C(=O)Nc2ccccc2F)sc2ncn(CC(=O)N3CCCCC3)c(=O)c12	33	·	2	-1	-3	-8	-2	-1	0	0.4
CCOC(=O)CSc1nc2sc(C)c(C)c2c(=O)n1N	0	57*	3	-3	-5	8	-10	-3	-1	1.7
Cc1ccccc1NC(=O)NCCc1ccc(Cl)cc1	4	96	-1	-1	-6	3	9	-3	-2	-1.8
CCCCOc1ccccc1NC(=O)CSc1nnnn1C(C)(C)C	9	104	-7	-4	4	9	10	-3	2	-2.1
COCC(C)NC(=O)COc1ccc(Cl)cc1Cl (stereo unspecified)	27	96	-9	5	-4	-10	6	-2	-2	-1.1
Cc1ccn2c(NC3CCCCC3)c(C(C)C)nc2c1	0	108	3	-1	-2	-28	7	0	1	-1.1
CCOC(=O)C1=C(C)c2ccccc2OC1(CC)C(=O)OCC (stereo unspecified)	13	95	-6	2	-9	-8	1	-5	1	-0.2
COCCCNC(=O)c1cc(C)nc2ccc(F)cc12	1	99	2	2	6	31	8	0	1	-1.5
C#CCNC(=O)C1=C[C@@H](c2csc3ccccc23)[C@H](CCCO)[C@@H](OCC)O1	30	100	2	-5	4	-6	11	-5	-2	-1.9
Cn1nc(C(F)(F)F)cc1C(=O)Nc1ccc(-c2ccno2)cc1	3	105	2	0	-11	13	-10	-3	-2	2.0
COc1ccc(O)c(C(=O)CC(=O)c2ccccc2C)c1	49	·	-6	1	11	-14	-24	-1	-1	4.8
c1ccc(Sc2nc(N3CCCCC3)nc(N3CCCCC3)n2)nc1	3	115	-4	3	1	-8	-20	-14	3	4.1
CC(=N\NC(=O)c1ccc([N+](=O)[O-])cc1)/C(=N/O)C(=O)Nc1ccccc1	-7	115	-6	3	6	2	3	3	7	-0.5
Cc1cnc(C(=O)Nc2ccccc2-c2nnn(CC(=O)NC3CCCC3)n2)cn1	26	86	5	5	5	-23	-3	0	-3	0.5
O=C1NC(c2ccccc2)=N/C1=C/c1ccco1	3	82	-6	0	-6	17	18	0	3	-3.5
CC1CCN(C(=O)c2nc[nH]c2C(=O)O[C@H](C)c2ccccc2)CC1	-4	100	-8	7	-9	-7	8	-1	0	-1.4
Cc1cccc(NC(=O)CN2CCN(C(=O)c3ccc(OCc4cn5ccccc5n4)cc3)CC2)c1C	-18	·	9	-8	-13	19	7	1	6	-1.7
C=CCC1C=C(Cc2ccccc2)CC(CC=C)N1 (stereo unspecified)	8	104	-11	1	4	20	-5	-1	0	0.9
Cc1ccc(C2C(C#N)=C(N)Oc3n[nH]c(-c4cccs4)c32)cc1 (stereo unspecified)	3	99	3	-2	0	2	10	2	-1	-1.8
CC(=O)c1cccc(NC(=O)N[C@@H](CC(C)C)C(=O)O)c1	-6	105	-6	3	-10	10	-8	3	-4	1.5
COc1ccccc1CNC(=O)CN(C)S(=O)(=O)c1ccc(F)cc1	0	110	-6	3	-2	-8	2	2	3	-0.3
CCn1cc2nc(SCC(=O)Nc3ccc(F)cc3F)n(Cc3ccccc3)c(=O)c2n1	3	103	-2	4	-4	-15	11	-3	0	-2.0
COc1ccc(-n2nc3ccc(N)cc3n2)cc1Cl	32	119	-2	7	-8	-28	-41	-1	-2	8.2
CSc1cccc(NC(=S)N(CCC(C)C)C2CCN(C(C)=O)CC2)c1	41	101	-3	-2	-10	7	-5	-2	1	0.9
COc1ccc(NC(=O)CSCC(=O)Nc2ccc(S(=O)(=O)N3CCCCC3)cc2)cc1	57*	106	-2	-1	12	-62	14	1	-4	-2.6
Cc1c(C)n(C(=O)CN2CCN(c3ccccc3)CC2)c2ccccc12	-5	85	11	-4	-5	-31	-13	-2	-1	2.3
Cc1ccc(NC(=O)NC(=O)COc2ccc(Cl)cc2Cl)c(C)c1	10	119	2	3	1	-10	8	2	7	-1.6
CCN(CC(=O)Nc1c(F)cccc1F)C(=O)c1cnccn1	1	110	-3	-1	-7	4	8	-1	3	-1.6
CCCOc1ccc(/C=N/NC(=O)c2ccc3c(c2)OCO3)c(OCCC)c1	3	104	-1	10	-5	-2	-2	-3	-8	0.3
COc1ccc(C(C(=O)OCCN(C)C)c2ccccc2)cc1 (stereo unspecified)	-12	104	7	0	-4	9	-4	-2	1	0.9
O=C(NCCc1ccc(Cl)cc1)c1ccc2[nH]c(=O)c(=O)[nH]c2c1	3	96	8	-5	-1	11	15	1	-2	-2.9
Cn1cc(C(=O)N2CCN(c3ccccn3)CC2)c(=O)c2cc(S(=O)(=O)N3CCOCC3)ccc21	-3	110	3	0	5	-8	-4	-2	0	0.7
CCN(CC)S(=O)(=O)c1ccc(N2CCCC2)c(NC(=O)Cc2cc(OC)c(OC)c(OC)c2)c1	28	99	16	10	8	-25	8	0	-3	-1.5
O=C(NCc1ccco1)C(c1ccncc1)N(C(=O)Cn1nnc2ccccc21)c1ccccc1 (stereo unspecified)	-11	104	14	-1	-6	4	6	0	0	-1.1
O=C(Nc1ccccn1)c1cc2cc([N+](=O)[O-])ccc2s1	0	122	-13	2	3	2	-303	1	-2	61*
COCCCNCC(=O)Nc1ccc(OC(F)(F)F)cc1	3	112	3	1	-7	-31	5	1	2	-0.8

Continued (2 carried over from the part before).
SMILES	Arr AP2 block	DSG3 Ab inh	PKA-R1A act	HTR5A ag	PKA-R2B act	HTR5A inv ctr	OPRM1-OPRD1 inv	DAGLB inhibitor	V-ATPase pHluor	MOR-DOR ag
O=C(Nc1ccccn1)c1cc2cc([N+](=O)[O-])ccc2s1	0	122	-13	2	3	2	-303	1	-2	61*
COCCCNCC(=O)Nc1ccc(OC(F)(F)F)cc1	3	112	3	1	-7	-31	5	1	2	-0.8
COCCSc1ccccc1C(=O)Nc1ccccc1C#N	12	100	2	-4	-1	11	11	1	0	-2.0
CCCNC(=S)N1CCCC(c2nc3ccccc3[nH]2)C1 (stereo unspecified)	-12	100	-9	2	-11	-1	10	2	-1	-2.0
Clc1cccc(/C=N/Nc2nc(Cl)nc3ccccc23)c1	2	·	-6	-3	1	0	10	2	4	-2.0
O=C(CCn1[nH]c(=O)c2ccccc2c1=O)NCCO	11	99	0	3	11	22	14	1	7	-2.5
CN(C)CCN1C(=O)C(=O)/C(=C(/O)c2ccc(F)cc2)C1c1ccccc1F (stereo unspecified)	-14	93	-2	3	-5	22	11	1	-2	-2.2
N#Cc1ccccc1OCC(=O)OCC(=O)NC1CCS(=O)(=O)C1 (stereo unspecified)	11	·	3	4	-3	-12	4	-1	-2	-1.1
COCCn1c(SC(C)C(=O)Nc2ccc(N3CCOCC3)cc2)nnc1-c1ccncc1 (stereo unspecified)	-12	100	2	4	5	14	6	0	3	-0.9
CC(C)Cc1cc(C(=O)N(C)C2CCCN(Cc3ccccc3F)C2)n(C)n1 (stereo unspecified)	1	·	-12	-1	-4	5	7	0	-4	-1.3
Cc1ccc(S(=O)(=O)N2CCN(C)CC2)c2nsnc12	15	113	9	2	10	-7	7	0	4	-1.3
COc1ccc(/C=C/C(=O)N2CCC(c3ccccc3)C2)cc1 (stereo unspecified)	14	·	-2	3	-7	-29	1	-3	-5	-0.2
O=C(CSc1nc2[nH]ncc2c(=O)[nH]1)Nc1ccc(OC(F)(F)F)cc1	4	99	-9	10	-3	-28	-2	-1	-4	0.3
CCOC(=O)C1CCN(C(=O)CN(Cc2ccccc2)S(C)(=O)=O)CC1	5	94	-7	-5	-6	10	10	2	-3	-1.9
COCCn1c(-c2ccc(OC)cc2)cnc1SCC(=O)Nc1cc(C)on1	-10	106	-3	1	-4	-5	4	3	-2	-0.7
CN1CCCN(C(=O)c2ccc(Br)cc2)CC1	10	108	1	3	9	-17	14	-1	2	-2.6
O=C(CN1C(=O)c2ccccc2C1=O)Nc1ccc(Cl)cn1	14	100	-20	-1	-11	2	1	0	-1	-0.2
COC(=O)c1ccc2c(=O)n(-c3ccccc3F)c(=S)[nH]c2c1	-26	102	2	1	-8	-2	17	0	-2	-3.4
COc1cccc(Oc2ccc(N)cc2)c1	-1	98	-11	8	4	-21	13	0	-1	-2.1
Cc1onc(-c2ccccc2)c1C(=O)N=C(N)c1ccc(Cl)cc1	4	107	-6	2	-10	8	-38	-2	-1	7.1
CCc1ccc(OCCCC(=O)Nc2ccc(S(=O)(=O)Nc3cc(C)nc(C)n3)cc2)cc1	-12	103	0	0	3	0	-10	3	-3	1.2
Cc1nn(C)cc1S(=O)(=O)Nc1ccc(F)c(F)c1	-20	94	-12	0	6	10	14	0	4	-2.7
COC(=O)c1sccc1NC(=O)Nc1ccccc1Cl	-14	111	1	2	2	-1	-1	-1	0	0.1
COCCNC(=O)c1ccc2c(c1)nc(C)n2-c1cc(OC)c(OC)c(OC)c1	5	·	5	-4	-3	9	9	-1	-1	-2.1
CCOC(=O)c1cccc(NC(=O)CSc2nc3ccccc3c(=O)n2CC)c1	1	102	-3	-1	-2	2	-1	-1	10	0.2
Cc1ccsc1C1NC(=O)c2c(sc3c2CCCC3)N1 (stereo unspecified)	3	101	1	7	-8	2	3	2	3	-0.6

An excerpt from above in order of their number in DSG3 Ab inh, ascending:
structure	DSG3 Ab inh
COc1cccc(Oc2ccc(N)cc2)c1	98
CCOC(=O)c1cccc(NC(=O)CSc2nc3ccccc3c(=O)n2CC)c1	102
CCc1ccc(OCCCC(=O)Nc2ccc(S(=O)(=O)Nc3cc(C)nc(C)n3)cc2)cc1	103
